# Assay outcomes from PubChem.
# hcGAS lum: inhibitors of human cGAS; Q8N884; recombinant h-cGAS, ATP depletion, Kinase-Glo luminescence; inhibition, % at 12.5 µM; actives 0.081% (n = 290,000); AID 1259398;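 note: 0% = vehicle reaction and 100% = reaction without DNA for no activity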
# Target sequence (Q8N884 whole entry, looked up): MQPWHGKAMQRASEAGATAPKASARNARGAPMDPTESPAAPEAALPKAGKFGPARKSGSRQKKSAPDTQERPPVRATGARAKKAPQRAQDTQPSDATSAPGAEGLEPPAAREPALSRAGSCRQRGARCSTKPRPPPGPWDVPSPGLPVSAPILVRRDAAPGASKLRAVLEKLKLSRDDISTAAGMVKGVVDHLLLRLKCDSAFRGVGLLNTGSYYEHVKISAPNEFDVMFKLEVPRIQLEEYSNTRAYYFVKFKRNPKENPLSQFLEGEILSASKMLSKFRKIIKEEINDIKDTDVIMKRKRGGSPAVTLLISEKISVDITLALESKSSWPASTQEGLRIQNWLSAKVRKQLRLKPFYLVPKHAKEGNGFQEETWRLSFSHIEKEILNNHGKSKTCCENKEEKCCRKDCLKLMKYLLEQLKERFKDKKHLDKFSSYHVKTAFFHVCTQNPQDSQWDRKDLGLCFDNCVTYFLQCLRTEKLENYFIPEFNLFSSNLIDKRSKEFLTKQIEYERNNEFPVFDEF
# mcGAS lum: blocks mouse cGAS activity; Q8C6L5; recombinant cGAS, Kinase-Glo ATP depletion luminescence; inhibition, % at 12.5 µM; actives 0.15% (n = 160,000);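 note: 0% = negative control wells and 100% = reference inhibitor with no enzyme activity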
# NPYLR7 ag: mosquito NPYLR7 agonism. HEK293T NPYLR7/Galpha15, GCaMP6s calcium fluorescence. activation, % at 10 µM. actives 0.15% (n = 270,000). AID 1259423; in the data active = activation above about 40%;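 note: 0% = vehicle and 100% = reference agonist at the receptor; some compounds past the cut are filed as inactive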
# Active calls of the source: *; x = no result given. Cut-off read from the data, not from the text of the source, unless noted: active = inhibition above about 40%; inactive = the rest. Hits appear at their usual frequency. Share with any hit: about 0.27%.
SMILES,hcGAS lum,mcGAS lum,NPYLR7 ag
CCOC(=O)C1(Cc2ccccc2F)CCCN(C(=O)CCc2c[nH]c3ccccc23)C1 (centres undefined),-8,-12,11
COc1ccc(C)cc1-n1cnnc1C(O)c1ccccc1 (centres undefined),1,x,7
Cc1nnc(NC(=O)CCc2csc(NC(=O)c3ccc[nH]c3=O)n2)s1,-5,-13,-11
N#Cc1cc(F)c(N2CCCC2c2ccc3c(c2)OCO3)c(F)c1 (centres undefined),3,-1,-10
COc1ccc(S(=O)(=O)Nc2cc(-c3cn4nc(OC)ccc4n3)ccc2C)cc1,-5,-8,-8
CCOC(=O)CN(C(=O)CC1CCCC1)[C@H]1C[C@H]2CCOC[C@H]2C1,4,-6,-1
Cc1nccn1-c1ccccc1CNC(=O)C1CC(=O)N(CC(C)C)C1 (centres undefined),-6,-19,25
C[C@@H]1[C@H]2C[C@@H](C[C@H]1NC(=O)CCC(=O)N1CCc3c([nH]c4ccccc34)C1)C2(C)C,-8,-3,-7
CCCCN(C1=NC2CS(=O)(=O)CC2S1)c1ccccc1 (centres undefined),1,1,-3
CCN1CC(CN(C)C(=O)CCc2nnc(C3(c4ccc(Cl)cc4)CCC3)o2)CC1=O (centres undefined),-8,x,2
Cc1nccn1CCCN1CCC2(CCCO2)CCC1=O (centres undefined),-6,-13,x
CNS(=O)(=O)c1ccc(/C=C/C(=O)Nc2cccc(C)n2)cc1,-7,x,10
Cc1cccc(-c2nnc(NC(=O)C3CCCN3C(=O)c3ccc(Br)cc3)s2)c1 (centres undefined),0,-3,2
CCCc1nc2c(o1)N=C(N)C(C#N)C2Cc1ccccc1 (centres undefined),-4,-7,-1
Cc1csc2c3ncnc-3ncn12,-4,x,2
O=C(CN1CCN(C(=O)CCl)CC1)Nc1ccc(F)cc1,1,2,-8
CCOC(=O)c1nn(-c2ccc(C)cc2)c(=O)cc1NC(=O)c1cccc(C)c1,-1,-6,x
CCc1nccc(-c2c(-c3ccccc3)ncn2CCCN2CCCC2)n1,-4,-11,5
O=C(O)c1cccc(N2C(=O)CC(Nc3ccc4c(c3)CCC4)C2=O)c1 (centres undefined),-8,x,11
C=CCn1c(SCC(=O)Nc2ccccc2)nc2sc(C)c(C)c2c1=O,-4,-5,-5
CCCCc1c(O)c2c(n(-c3ccccc3)c1=O)CC(C)(C)CC2,1,x,4
CN1C(=O)CC(C(=O)N(CCO)Cc2cccs2)c2ccccc21 (centres undefined),-2,x,4
Cc1ccc(-n2nc(C(C)(C)C)cc2NC(=O)CN(Cc2ccccc2)C(=O)C2CC2)c(C)c1,-4,-2,7
Cc1ccc(Nc2nc(N(CCO)Cc3ccccc3)nc3c2cnn3-c2ccccc2)cc1,-2,-6,1
COCc1cc(N2CCN(C/C=C/c3ccccc3)CC2)nc(SCc2ccc(C(=O)O)o2)n1,1,-3,13

# Later entries.
SMILES,hcGAS lum,mcGAS lum,NPYLR7 ag
CN(C(=O)c1ccccn1)C(Cc1ccccc1)C1CCN(C(=O)[C@H]2C[C@@H]3C=C[C@H]2C3)CC1 (some centres undefined),-8,-13,17
Cc1cc(NS(=O)(=O)c2ccc(N=CC(C#N)c3nc(-c4ccc(C)c(C)c4)cs3)cc2)no1 (centres undefined),-7,-7,24
O=C1CC(=O)Nc2cc(S(=O)(=O)Nc3ccccc3C(=O)NC3CC3)ccc2N1,-7,x,8
CC(C)(C)C(=O)NCCc1nc2ccccc2n1Cc1ccccc1F,2,x,-11
CC1(C(=O)Nc2ccc3c(c2)OCO3)CCN1C(=O)Cc1cc(F)ccc1F (centres undefined),-9,-3,11
FC(F)(F)c1nnc2ccc(NCCC3CCCC3)nn12,0,-5,-3
CCCCOC(=O)c1ccc(NC(=O)c2cc(=O)c(OC)co2)cc1,-10,x,7
Cc1nc(C(=O)N(c2ccccc2S(C)(=O)=O)C(C)C)ccc1C#N,-7,x,0
COCC(=O)N1CC(C(=O)NCCc2ccccc2)CC(c2ccc(F)c(C)c2)C1 (centres undefined),-14,x,3
Cc1cc(C)n2nc(SCCOc3cc(Cl)ccc3Cl)nc2n1,-5,-7,16
COc1ccc(-c2csc(=NCCO)n2-c2ccccc2)cc1,-5,-5,-3
Cc1ccc(N=c2scc(-c3ccccc3)n2N2CCOCC2)c(C)c1,-7,-10,-5
Cc1cc(NC(=O)C(C)N2CCC(N(C)Cc3ncc(C)o3)C2)on1 (centres undefined),-13,x,4
CCC(CO)N(Cc1ccsc1)C(=O)c1cccc(C(C)=O)c1 (centres undefined),-9,x,-5
O=C(CCC1CCN(C(=O)c2cc(C(F)(F)F)ccc2Cl)CC1)NC1CC1,-3,-7,3
Fc1ccc(Br)cc1C1CC(c2cccnc2)=Nc2nnnn21 (centres undefined),-8,x,7
CCOC(=O)C(C#N)C(c1ccccc1F)C(C(=O)Nc1ccccc1)[n+]1ccccc1 (centres undefined),5,-1,0
Cc1ccccc1C1CCCN1C(=O)c1cc(COc2ccccc2F)[nH]n1 (centres undefined),-2,x,-4
Cc1cc(C(=O)N2CC[C@H](NC(=O)c3snnc3C)C[C@H]2C(=O)N[C@H](Cc2ccccc2)C(N)=O)n(C)n1,-5,-9,-10
CN(C)CCNS(=O)(=O)c1ccc(Cl)c([N+](=O)[O-])c1,-8,x,1
Cc1cc(C)n(-c2ccc(NC(=O)C3CCCCN3C(=O)CCc3cccs3)cc2)n1 (centres undefined),-9,-10,11
COC(=O)c1cc(S(=O)(=O)N(C)C)ccc1N1CCc2sccc2C1,-9,x,9
CC1(C)CC(N2CCN(c3ccccc3)CC2)=CC(=[N+]2CCCC2)C1,-5,x,7
CC1(C)C(=O)NC(=O)N1CC(=O)N1CCn2cncc2C1,0,-18,21
CC(NC(=O)CN1CCN(CC(=O)N2CCCCC2)CC1)c1ccccc1Cl (centres undefined),-5,-6,-4

# The closing 4 entries of the part before are carried over, then new ones follow:
SMILES,hcGAS lum,mcGAS lum,NPYLR7 ag
COC(=O)c1cc(S(=O)(=O)N(C)C)ccc1N1CCc2sccc2C1,-9,x,9
CC1(C)CC(N2CCN(c3ccccc3)CC2)=CC(=[N+]2CCCC2)C1,-5,x,7
CC1(C)C(=O)NC(=O)N1CC(=O)N1CCn2cncc2C1,0,-18,21
CC(NC(=O)CN1CCN(CC(=O)N2CCCCC2)CC1)c1ccccc1Cl (centres undefined),-5,-6,-4
Cc1ncsc1CCN(C)C1CCN(S(C)(=O)=O)CC1,-4,x,10
O=C(CN1CCCCC1=O)Nc1cccc(CC(F)(F)F)c1,-6,x,-5
C=CCn1c(SCc2ccc(Cl)c(Cl)c2)nnc1-c1ccc(OC)cc1,-6,-6,23
O=C(O)C(Oc1ccc(Cl)cc1)c1ccccc1 (centres undefined),-1,x,7
C=C(C)COc1cccc(C(=O)N2CC[C@H](NC(C)=O)C2)c1,-9,x,-2
CN1CCC(=NNC(=O)c2ccc(N(Cc3ccccc3)S(C)(=O)=O)cc2)CC1,-1,x,-6
COc1cc(OC)cc(C(=O)NCc2cccc(-c3ncc(-c4cc(OC)ccc4OC)[nH]3)c2)c1,-10,-7,24
O=C(CN(Cc1ccccc1)S(=O)(=O)c1ccccc1)NC(Cc1ncc[nH]1)c1ccccc1 (centres undefined),-9,x,4
CC(Sc1nc2ccccc2s1)C(=O)N/N=C\c1cccc(Cl)c1 (centres undefined),-5,-8,2
c1nc(NC2CC3CC2C2CCCC32)c2sccc2n1 (centres undefined),0,0,0
CCCCC(CC)CNC(=O)CNC(=O)c1ccc(SC)cc1 (centres undefined),-2,x,-7
CCOC(=O)N1CCN(C(=O)CC(c2ccccc2C(F)(F)F)c2c[nH]c3ccccc23)CC1 (centres undefined),3,-1,-3
CCCn1c(C2CC(=O)N(c3ccc(C)cc3)C2)nc2ccccc21 (centres undefined),-5,-3,-2
COC(=O)c1cc(C#N)c(=O)n(Cc2coc(-c3ccc(C)cc3C)n2)c1,-5,x,11
COc1ccc(CCNC(=O)N2CCCCC2CCN2CCCC2=O)cc1 (centres undefined),-1,x,9
CNc1ncccc1C(=O)N1CCOC(C(F)(F)F)C1 (centres undefined),-1,x,-3
CC(=O)Oc1c(-c2ccc(NC(=O)c3cccs3)cc2)c(-c2cccc(F)c2)nn1-c1ccccc1,3,-2,-1
Cn1cncc1CS(=O)(=O)c1ccccc1F,-2,-11,0
Cc1cc(C(=O)NC(CC(C)(C)C)c2cccnc2)n[nH]1 (centres undefined),-2,x,8
COc1cccc(F)c1-c1cccc(N2CCNCC2)n1,-5,x,0
CCOC(=O)c1ccc(NC(=O)Cn2cc(OC)c(=O)cc2CSc2nc(C)cs2)cc1,-10,-9,-1
COC(=O)c1ccc(-c2ccco2)n1CC(=O)O,-7,-3,5
O=C(NCCn1nc(-c2ccc(F)cc2)ccc1=O)c1ccc(Br)cc1,1,-2,-6
CCN(CC)C(=O)Oc1ccc2c(ccn2Cc2ccccc2F)c1NC(=O)c1cc(OC)c(OC)c(OC)c1,0,-5,3
Cc1noc(C)c1C(=O)N1CCN(c2ncccc2C(=O)NCc2cccs2)CC1,2,0,-5

# (next part)
SMILES,hcGAS lum,mcGAS lum,NPYLR7 ag
COc1ccc(-n2c(SCC(=O)N3CCN(C(=O)c4ccc(Cl)c(Cl)c4)C(C)C3)nnc2-c2ccc(C)cc2)cc1 (centres undefined),-2,-5,20
CCOC(=O)c1cc(CCC(C)C)n(-c2ccc(C(=O)NCc3ccc(C(F)(F)F)cc3)cc2)n1,0,-1,7
N#CC(=NNc1cccc2ccccc12)c1nnc2n1CCCCC2,-4,-6,1
CCS(=O)(=O)Oc1cccc(CN(CCOC)C(=O)c2ccc(OC)cc2)c1,-9,-6,-1
C=CCn1c(SCCN2CCOCC2)nc2c1c(=O)[nH]c(=O)n2C,-5,x,14
Cc1ccc(-n2nc(C(=O)NC(C)c3ccccc3)c(=O)n(Cc3ccc(C(F)(F)F)cc3)c2=O)cc1 (centres undefined),-3,-3,9
O=S(=O)(c1ccc(F)c(Cl)c1)N1CCC(Cc2ccc(-n3cccc3)cc2)CC1,-10,-8,3
Cc1nc(C)c(Cc2ccccc2C)c(N2CCN(C(=O)c3ccc(F)cc3)CC2)n1,-6,-4,5
NC(=O)CSc1nccc2c(OCc3ccc(F)cc3)cccc12,-8,x,1
C#CC1(OCC(O)CN2C(C)(C)CCCC2(C)C)CCCCC1 (centres undefined),-7,-8,-4
C=CCN1C(=O)NC(c2cccc(Cl)c2)C2=C1CN(CCCN1CCCCC1C)C2=O (centres undefined),-16,-6,2
Cc1cccc(COCC2CN(C(=O)Cc3ccc4c(c3)OCO4)CCO2)c1 (centres undefined),-4,x,24
CCCCNC(=S)N(C)N=Cc1ccc(C)s1,-2,x,3
CCCCOc1ccc(-c2nc(C=Nc3cc(Cl)ccc3C)c(O)o2)cc1,-5,-5,12
CC(C)(C)c1cc(N2CCCC2)n2ncc(-c3ccccc3)c2n1,-10,-11,2
CCC(=O)NCCc1cc2c(OC)ccc(OC)c2[nH]c1=O,-5,-6,1
CCOCCCNC(=O)C1CCC(=O)N(CCc2ccc(Cl)cc2)C1 (centres undefined),-3,x,13
Cc1c(C)n2c3c(=O)[nH]c(=O)n(C)c3nc2n1CCN(C)Cc1ccccc1,-3,-4,1
CCOc1cccc(-c2ccc(Nc3ccc(OC)cc3C)nc2)c1,0,2,-9
COc1cc(-c2cnc3ccc(NCc4ccc(C)cc4C)nn23)ccc1O,6,1,-9
O=C(c1ccc(Cl)s1)N1CCC2(CCCN(CC3CC3)C2)C1 (centres undefined),-8,x,2
CCN(CC)C(=O)c1cccc(NC(=O)CCOc2ccccc2C)c1,-10,-6,16
Cc1cc(CNC(=O)COc2ccccc2C2SCCS2)ccc1F,2,-6,0
COc1cccc(C(=O)Nc2cc(=O)n(C)c(=O)n2C)c1,-9,-9,11
Cc1ccccc1-n1nc(C)c(CNC(=O)c2csc(-c3cccs3)n2)c1C,-7,-4,3

# 4 entries from above, as labelled records:
CCOC(=O)c1cc(CCC(C)C)n(-c2ccc(C(=O)NCc3ccc(C(F)(F)F)cc3)cc2)n1
  hcGAS lum: 0
  mcGAS lum: -1
  NPYLR7 ag: 7
N#CC(=NNc1cccc2ccccc12)c1nnc2n1CCCCC2
  hcGAS lum: -4
  mcGAS lum: -6
  NPYLR7 ag: 1
CCS(=O)(=O)Oc1cccc(CN(CCOC)C(=O)c2ccc(OC)cc2)c1
  hcGAS lum: -9
  mcGAS lum: -6
  NPYLR7 ag: -1
C=CCn1c(SCCN2CCOCC2)nc2c1c(=O)[nH]c(=O)n2C
  hcGAS lum: -5
  mcGAS lum: x
  NPYLR7 ag: 14

# Going on with the list:
SMILES,hcGAS lum,mcGAS lum,NPYLR7 ag
CN(Cc1csc(-c2ccccc2)n1)Cc1nc(-c2cccc(Cl)c2)no1,-7,-12,21
O=C(O)CCCN1C(=O)c2cccc([N+](=O)[O-])c2C1=O,0,-3,16
Cc1nnc(SC2CC(=O)N(c3ccc(C)c(C)c3)C2=O)s1 (centres undefined),0,x,-4
CCOC(=O)c1ccc2c(c1)nc(SCc1ccccc1OC)n2CCc1ccc(OC)cc1,-1,-6,13
CN(CCCNc1ccccc1)C(=O)Nc1cccc(S(C)=O)c1 (centres undefined),2,3,5
COc1ccc(CCN(Cc2sccc2C)C(=O)CN(CC(C)C)C(=O)CCl)cc1OC,-3,-2,-4
COc1ccc(CN2CCN(C(=O)c3ccc4c(c3)NC(=O)C(C)S4)CC2)cc1F (centres undefined),-9,x,7
O=S(=O)(Nc1ccc(Br)cn1)c1ccc(Cl)cc1,-10,x,5
